Tau fluor cs: counter-screen for tau fibril formation inhibitors; Potency, µM (titrated, usually from 57.7 µM), without a hit: at the highest dose activity change, negative = decrease; 280,000 tested, 0.93% active; tau K18 P301L (four-repeat tau fragment) Alexa594 fluorescence, heparin fibrillization; further: on the % scale 0 is the no-effect control and ±100 the full control effect; nearly all actives have a fitted effect of over 55% in size
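Human K18 P301L tau (15 uM unlabeled plus 0.24 uM Alexa 594-labeled, final) in 100 mM sodium acetate pH 7 was mixed with compound and 20 uM heparin and incubated 6 hr at 37 C.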
GAA glycogen mod: GAA glycogen-cleavage inhibition or activation | P10253 | recombinant GAA, glycogen substrate, Amplex Red glucose oxidase fluorescence | Potency, µM (highest dose often 76.4 µM), inactives show top-dose activity change, negative = inhibition, actives largely listed as inhibitors | 300,000 tested, 0.38% active;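 further: 0% = full enzyme reaction and -100% = no-enzyme basal signal; the screen sought inhibitors and activators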
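Recombinant human alpha-glucosidase (4 nM final) hydrolysed bovine liver glycogen (30 ug) for 40 min at 37 C in pH 5.0 citrate/phosphate with 0.01% Tween-20. Released glucose detected by glucose oxidase/Amplex Red, Ex 573/Em 610 nm. Compounds up to 77 uM; AC50 from Hill fits.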
Epigenetic reg: regulators of epigenetic silencing causing reporter derepression in mouse cells; murine LDR cells, GFP reporter derepression, 30 h; Potency, µM (highest dose often 53.9 µM), inactives show at the top dose GFP activation, hits mostly activators; 280,000 tested, 0.2% active; further: % of control where 0% means no effect; nearly all actives have a fitted effect of over 60% in size
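Murine LDR cells carrying a silenced, genomically integrated CMV-driven GFP reporter were exposed to compound for 30 hours at 37 C. After PBS washes, GFP-positive cells (20–120 um objects) were counted by laser-scanning microplate cytometry.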
Active calls of the source: *; ? = inconclusive; & = joins results of further samples; [ ] = another dose, or the depositor's remark. The call rests on the fitted dose curve; in most records, active means well fitted curve in the direction sought with a large enough effect; inconclusive means small, poorly fitted or top-dose-only effect, or another doubt; inactive means no such curve, though single readings can be large; an effect the other way counts as inactive or inconclusive. Potency means the concentration at half of the fitted maximal effect.

SMILES	Tau fluor cs	GAA glycogen mod	Epigenetic reg
CCOC(=O)C1CCCN(S(=O)(=O)c2csc(C(N)=O)c2)C1 (centres undefined)	-10%	8%[76.3 µM]	0.9%
CC(C)c1ccc(NC(=O)c2cn(C3CCCC3)c(=O)c3c2c2ccccc2n3C)cc1	-6%	-10%[76.3 µM]	7.9%
Cc1cccc(CN2C(=O)c3ccccc3S(=O)(=O)c3ccc(C(=O)N4CCCC4)cc32)c1	-16%	14%[76.3 µM]	-0.3%
COc1cccc(C2CC(=O)Nc3cc(OC)c(OC)c(OC)c32)c1OC(C)C (centres undefined)	-18%	7%[76.3 µM]	-4.1%
CN(C(=O)CSc1cn(CC(=O)N2CCCCCC2)c2ccccc12)c1ccccc1	-5%	-6%[76.3 µM]	-0.5%
COc1ccc(C(=O)COC(=O)c2cc(-c3ccccc3)nc3c(C)cccc23)cc1	-14%	6%[76.3 µM]	-1.6%
COc1ccc(C2C=C(c3ccc(F)cc3)Nc3nc(-c4ccc(Cl)cc4)nn32)cc1 (centres undefined)	-12%	-30%[76.3 µM]	-0.7%
CN(C)S(=O)(=O)c1ccc(C(=O)N2CC(=O)Nc3ccc(Br)cc3C2c2ccc(F)cc2)cc1 (centres undefined)	-4%	8%[76.3 µM]	0.1%
Cc1c(Cl)cccc1-c1ccc(C(=O)Nc2ccc3oc(-c4cccnc4)nc3c2)o1	-11%	8%[76.3 µM]	0.3%
COc1cc(C2c3c(oc4ccccc4c3=O)C(=O)N2Cc2ccccc2Cl)ccc1O (centres undefined)	-7%	12%[76.3 µM]	1.0%
O=C(Nc1ccc(F)cc1)c1ccc(CN2CC(=O)N3CCCCC3C2=O)cc1 (centres undefined)	-9%	4%[76.3 µM]	-1.2%
COc1cccc(NC(=O)c2ccc3[nH]c(C)cc(=O)c3c2)c1	-3%	-3%[76.3 µM]	6.8%
COc1ccccc1OCC(=O)NCC1(N(C)C)CCCCC1	-9%	14%[76.3 µM]	0.8%
CC(=O)N1CCOc2cc(S(=O)(=O)N(C)Cc3ccccc3)c(Cl)cc21	-4%	-6%[76.3 µM]	1.1%
COc1ccc(-n2nnc(-c3nc(-c4cccs4)no3)c2N)cc1	5%	16%[76.3 µM]	-1.4%
Cc1ccc2nc(NCCc3ccccc3)c3nncn3c2c1	-11%	2%	?
O=C(CCc1nc(-c2cccs2)no1)Nc1ccccc1[N+](=O)[O-]	-23%	-3%[76.3 µM]	-0.5%
COc1ccc(-n2c(C)c(C(C)=O)c3cc(OC(=O)c4ccc(C)cc4)ccc32)cc1	-6%	-29%[76.3 µM]	-1.6%
Cc1ccc(NC(=O)Cn2nc(C(F)(F)F)c3c2CCCC3)cc1C	-22%	4%[76.3 µM]	-1.0%
COc1cccc(NC(=O)CSCn2nnc3c(=O)[nH]c(Cc4ccc(F)cc4)nc32)c1	-1%	-2%[76.3 µM]	4.8%
CCOc1ccc(CCNC(=O)CN2C(=O)COc3ccc(S(=O)(=O)N4CCCCCC4)cc32)cc1	-30%	-17%[76.3 µM]	1.6%
COc1ccc(S(=O)(=O)N2CCC(C(=O)Nc3ccc(Oc4ccccc4)cc3)CC2)cc1OC	?	11µM*	16%
Cc1cc(NC(=O)c2ccc(NC(=O)CCS(=O)(=O)c3cccs3)cc2)ccc1Br	?	9%[76.3 µM]	-0.9%
COc1ccc(Cl)cc1NC(=O)Cn1c(=O)c2ccccc2n2nncc12	?	10%[76.3 µM]	-1.6%
Cc1cccc(NS(=O)(=O)c2nnc(NC(=O)C3CCCCC3)s2)c1	?	4%&7%[76.3 µM]	0.0%
Cc1ccc(S(=O)(=O)c2nc(S(C)(=O)=O)sc2NCc2ccccc2)cc1	-21%	5%[76.3 µM]	-1.6%
CCOc1ccc(NC(=O)CSc2nnc3c(C)cc4ccccc4n23)cc1	-12%	-2%[76.3 µM]	-0.7%
Cc1ccc(CNC(=O)CN2C(=O)COc3ccc(S(=O)(=O)N4CCC(C)CC4)cc32)cc1	-23%	0%[76.3 µM]	2.0%
COc1ccc(-c2[nH]c(-c3ccc(O)cc3)nc2-c2ccccc2)cc1	22µM*[quencher]	-26%[76.3 µM]	1.7%
COc1cccc(-n2c(=O)c3c(C)c(C)sc3n(CC(=O)NCCc3ccc(OC)c(OC)c3)c2=O)c1	-6%	-7%[76.3 µM]	1.1%
COc1ccc(-c2nc(SCC(=O)Nc3ccccc3)c(-c3ccc(F)cc3)[nH]2)cc1OC	7.1µM*[quencher]	15%[76.3 µM]	1.6%
CCN(CC)c1cc(C)c2cc(NC(=O)/C=C/c3ccc(C)cc3)ccc2n1	16µM*[quencher]	12%[76.3 µM]	0.0%
O=C1[C@@H]2CSC(c3ccc(C(F)(F)F)cc3)N2C(=O)N1c1ccccc1 (some centres undefined)	-4%	-3%[76.3 µM]	-3.1%
COc1ccc(C2c3c(-c4ccc(F)cc4)n[nH]c3C(=O)N2c2ccccc2)cc1OC (centres undefined)	-26%	-14%[76.3 µM]	-0.9%
CCc1cccc(NC(=O)c2cc3c(s2)-c2ccccc2OC3)c1	?	0%[76.3 µM]	-2.2%
CCCSc1ncc(Cl)c(C(=O)N(Cc2cccc(Cl)c2)C2CCS(=O)(=O)C2)n1 (centres undefined)	-13%	-6%[76.3 µM]	0.0%

3 structures from above, sorted by molar mass, low to high.
SMILES	Tau fluor cs	GAA glycogen mod	Epigenetic reg
COc1ccc(-c2[nH]c(-c3ccc(O)cc3)nc2-c2ccccc2)cc1	22µM*[quencher]	-26%[76.3 µM]	1.7%
CCN(CC)c1cc(C)c2cc(NC(=O)/C=C/c3ccc(C)cc3)ccc2n1	16µM*[quencher]	12%[76.3 µM]	0.0%
COc1cccc(-n2c(=O)c3c(C)c(C)sc3n(CC(=O)NCCc3ccc(OC)c(OC)c3)c2=O)c1	-6%	-7%[76.3 µM]	1.1%

More structures follow:
SMILES	Tau fluor cs	GAA glycogen mod	Epigenetic reg
O=C(C1CC1)N1CCc2cc(Br)cc(S(=O)(=O)N3CCN(c4cccc(C(F)(F)F)c4)CC3)c21	-20%	1%[76.3 µM]	0.7%
CNc1nc(Oc2ccc(=O)[nH]n2)nc(N2CCOCC2)n1	1%	-4%[76.3 µM]	2.0%
Cc1cc(Nc2cccc(Cl)c2)nc2ccc(NC(=O)c3cccnc3)cc12	7.9µM*[quencher]	5%[76.3 µM]	-1.2%
Cc1nc2ccc(S(=O)(=O)NCC(=O)NCc3ccc(Cl)cc3)cc2s1	-9%	-17%&-11%[76.3 µM]	-1.7%
COC(=O)C1=C(c2ccccc2)c2ccccc2S(=O)(=O)N1CC(=O)Nc1ccccc1Cl	-26%	4%[76.3 µM]	-1.8%
CCc1ccc(NC(=O)CSc2nc(C)c(C(=O)Nc3ccc(Cl)cc3)c(-c3ccc(OC)cc3)c2C#N)cc1	-4%	-8%[76.3 µM]	-1.6%
COc1ccc2c(c1)-c1nc(NC(=O)c3ccc(C)cc3)sc1CC2	?	6%[76.3 µM]	1.8%
COc1ccc(-c2ccc3c(N)c(C(=O)Nc4cc(F)ccc4C)sc3n2)cc1	?	1%[76.3 µM]	14%
COc1ccc(NC(=O)c2ccco2)cc1NC(=O)COc1cc(C)cc(C)c1	-8%	-3%[76.3 µM]	1.9%
CCN(CC)c1cc(C)c2cc(NC(=O)c3ccc(OC)c(OC)c3)ccc2n1	?	12%[76.3 µM]	3.6%
CCCSc1ncc(Cl)c(C(=O)Nc2c(C(=O)c3ccc(F)cc3)oc3ccccc23)n1	-21%	-3%[76.3 µM]	-1.9%
Cc1ccn2c(Nc3ccc(C(C)C)cc3)c(-c3ccsc3)nc2c1	-29%	-19%[76.3 µM]	4.6%

Single values from above.
Tau fluor cs with `O=C(C1CC1)N1CCc2cc(Br)cc(S(=O)(=O)N3CCN(c4cccc(C(F)(F)F)c4)CC3)c21` stands at -20%
Epigenetic reg with `COc1ccc2c(c1)-c1nc(NC(=O)c3ccc(C)cc3)sc1CC2` stands at 1.8%
GAA glycogen mod with `COc1ccc(-c2ccc3c(N)c(C(=O)Nc4cc(F)ccc4C)sc3n2)cc1` stands at 1%[76.3 µM]
Epigenetic reg with `COC(=O)C1=C(c2ccccc2)c2ccccc2S(=O)(=O)N1CC(=O)Nc1ccccc1Cl` stands at -1.8%

More records.
SMILES	Tau fluor cs	GAA glycogen mod	Epigenetic reg
CCCNC(=O)C(CC)n1nc(CC)n2c(cc3oc(C)cc32)c1=O (centres undefined)	-20%	-13%[76.3 µM]	1.4%
CCCCCc1ccc(-c2ccc(C(=O)Oc3ccc(C(=O)OC)cc3)cc2)nc1	-1%	-7%[76.3 µM]	-1.6%
O=S(=O)(c1ccc(OC(F)(F)F)cc1)N1CCC(c2nnnn2-c2ccc(F)cc2)CC1	7%	-5%[76.3 µM]	-1.0%
COc1ccccc1CNC(=O)c1oc2ccc3c(c2c1C)C(=O)CC(C)(C)O3	-29%	5%[76.3 µM]	0.8%
CC[C@H](C)NC(=O)CCCc1nnc2n(CCC(C)C)c(=O)c3sccc3n12	2%	15%[76.3 µM]	-1.5%
COc1ccccc1N1CCN(S(=O)(=O)CCNC(=O)c2cc(=O)c3ccccc3o2)CC1	-10%	-1%[76.3 µM]	0.0%
CCOC(=O)c1ccccc1NC(=O)N1CCC(CN2CCOCC2)CC1	3%	5%[76.3 µM]	0.0%
Cc1cccc(NC(=O)C2CCN(S(=O)(=O)c3c(C)noc3/C=C/c3ccco3)CC2)c1C	-15%	21%[76.3 µM]	19%
CCN(Cc1ccccc1)Cc1c(O)ccc2oc(C)c(C(=O)Nc3ccc(C)cc3C)c12	-7%	-8%[76.3 µM]	-1.9%
COc1ccc(Cl)cc1NC(=O)Cn1cnc2sc(C)c(S(=O)(=O)N3CCN(c4ccccc4OC)CC3)c2c1=O	?	-1%[76.3 µM]	1.6%
Cc1c(NC(=O)c2ccc(-c3cccc([N+](=O)[O-])c3)o2)cccc1-c1nc2cc(Cl)ccc2o1	?	-5%[76.3 µM]	5.8%
COc1ccc(OC)c(CNS(=O)(=O)c2ccc3c(c2)oc(=O)n3C)c1	3%	13%[76.3 µM]	-1.1%
C=CCC(CC=C)(CNC(=O)C(=O)Nc1cccc(C(F)(F)F)c1)c1ccccc1	-21%	-13%[76.3 µM]	6.7%
CCOc1ccc(NC(=O)Cn2c(=O)n(Cc3ccccc3)c(=O)c3sc4ccccc4c32)cc1	2%	9%[76.3 µM]	0.3%
Cc1ccc(-c2nnc(Nc3ccccc3)c3ccccc23)cc1S(=O)(=O)NCc1nc2ccccc2[nH]1	?	-12%[76.3 µM]	-1.6%
COc1ccc(CCN2C(=O)c3[nH]nc(-c4ccccc4O)c3C2c2ccc(OC)cc2)cc1 (centres undefined)	?	-5%[76.3 µM]	-1.0%
Cc1ccc(O)c(NC(=O)c2cc(-c3ccc(F)cc3)no2)c1	?	2%[76.3 µM]	0.8%
O=C(COC(=O)c1cc(-c2ccccc2)nc2ccccc12)c1ccc(Br)cc1	-19%	-4%[76.3 µM]	0.8%
CCOC(=O)c1ccc(-n2c(CCC(=O)O)ccc2-c2ccc(Br)cc2)cc1	-11%	17%[76.3 µM]	2.8%
Cc1cccc(CNC(=O)c2ccc3nc(-c4ccccc4)c(-c4ccccc4)nc3c2)c1	-12%	-2%[76.3 µM]	0.8%
CCc1ccc(NC(=O)c2cc(S(=O)(=O)N3CCCCC3)c[nH]2)cc1	-18%	3%[76.3 µM]	0.0%
Cc1cccc(NC(=O)C2CCN(S(=O)(=O)c3cccc4nsnc34)CC2)c1C	-3%	18%[76.3 µM]	-1.2%
CCC1CN(C(=O)Nc2ccccc2F)c2cc(C)ccc2O1 (centres undefined)	-10%	-7%[76.3 µM]	1.1%
CCN(CC)CCSc1nnc2c3cc(F)ccc3n(C)c2n1	-15%	19%[76.3 µM]	0.6%
Cc1ccc(CNC(=O)CCNS(=O)(=O)c2ccc3c(c2)oc(=O)n3C)cc1	1%	-1%[76.3 µM]	-3.2%
COc1ccccc1CNC(=O)c1ccc(CSc2nc3ccncc3n2Cc2cccc(F)c2)cc1	-13%	11%[76.3 µM]	0.0%
Cc1ccc(-c2cn3c(n2)sc2cc(C(=O)NCCCN4CCCCC4)ccc23)cc1	-6%	-7%[76.3 µM]	0.0%
CCOC(=O)c1ccc(NC(=O)CCc2c(C)nc3c(-c4ccc(F)cc4)c(C)nn3c2C)cc1	-19%	19%[76.3 µM]	0.0%
Cc1oc(-c2cccc(Cl)c2)nc1CS(=O)(=O)CC(=O)NC(C)CCc1ccccc1 (centres undefined)	-20%	-7%[76.3 µM]	5.0%
CCCCC(=O)Nc1nnc(S(=O)(=O)N(CC)c2cc(C)cc(C)c2)s1	-14%	1%[76.3 µM]	0.0%

Pulled one by one from the list above, 2 records:
SMILES	Tau fluor cs	GAA glycogen mod	Epigenetic reg
Cc1ccc(CNC(=O)CN2C(=O)COc3ccc(S(=O)(=O)N4CCC(C)CC4)cc32)cc1	-23%	0%[76.3 µM]	2.0%
CNc1nc(Oc2ccc(=O)[nH]n2)nc(N2CCOCC2)n1	1%	-4%[76.3 µM]	2.0%

Screening results as filed in PubChem.

Not all compounds are listed (hit frequency here may not be typical).
